Screening data (PubChem BioAssay)
OPRM1-OPRD1 inv = inverse agonist of human OPRM1-OPRD1 heterodimerization. P35372+P41143. cell-based MOR-DOR heterodimer luminescence, inverse agonism. inhibition, % at 9.3 µM. 340,000 compounds, 0.21% hits. AID 504357; in the data active = inhibition above about 22%, passing the limit was not always enough;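 note: 0% = cells with DMSO and 100% = wells without cells with DMSO; values of inactives mirror those of a sister screen read the other way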
Target sequence (P35372 whole entry, looked up): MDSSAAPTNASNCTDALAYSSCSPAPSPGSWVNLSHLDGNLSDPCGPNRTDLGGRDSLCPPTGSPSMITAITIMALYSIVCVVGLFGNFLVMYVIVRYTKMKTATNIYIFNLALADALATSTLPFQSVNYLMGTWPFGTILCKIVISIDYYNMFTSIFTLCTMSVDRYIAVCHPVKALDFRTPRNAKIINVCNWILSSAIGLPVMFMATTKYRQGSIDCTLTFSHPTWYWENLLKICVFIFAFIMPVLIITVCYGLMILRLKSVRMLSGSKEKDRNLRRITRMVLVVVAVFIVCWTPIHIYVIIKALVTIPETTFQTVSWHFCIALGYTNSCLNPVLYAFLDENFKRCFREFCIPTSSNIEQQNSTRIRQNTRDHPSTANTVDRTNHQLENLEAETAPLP
Target sequence (P41143 whole entry, looked up): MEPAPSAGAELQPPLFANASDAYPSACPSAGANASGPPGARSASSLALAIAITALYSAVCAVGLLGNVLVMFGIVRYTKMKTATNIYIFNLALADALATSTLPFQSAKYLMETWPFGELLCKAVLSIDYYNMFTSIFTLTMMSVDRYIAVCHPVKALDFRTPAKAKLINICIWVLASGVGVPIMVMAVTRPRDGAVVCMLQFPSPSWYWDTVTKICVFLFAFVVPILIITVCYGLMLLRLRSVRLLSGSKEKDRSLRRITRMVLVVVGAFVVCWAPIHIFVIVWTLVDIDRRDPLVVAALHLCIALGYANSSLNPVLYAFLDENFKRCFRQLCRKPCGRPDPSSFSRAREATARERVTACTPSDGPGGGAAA
SUMO Mot1 rescue = blocks SUMOylation pathway, rescuing yeast Mot1-301 growth; S. cerevisiae Mot1-301 growth rescue, ATP luminescence, 38.5C; percent above DMSO median, 100 means doubled; growth rescue, % at 18.8 µM; 320,000 compounds, 1% hits;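 active = every valid replicate shows activation above 250% relative to neutral control wells; inactive = the rest, any valid replicate at or below 250%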;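 note: OY570 slx delta 5 strain wells were the positive control but not used for scaling; some compounds called inactive have numbers as strong as hits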
OPRM1-OPRD1 ag = OPRM1-OPRD1 heterodimerization agonism; cells, luminescence; P35372+P41143; 340,000 compounds, 0.3% hits; activation, % at 9.3 µM; in the data active = activation above about 18%;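 note: 0% = vehicle-treated cells and 100% = reference agonist; values of inactives mirror those of a sister screen read the other way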
AddAB inh = less growth of phage-infected E. coli with AddAB; inhibition, % at 11.9 µM; 330,000 compounds, 0.29% hits; E. coli expressing H. pylori AddAB, absorbance growth; in the data active = inhibition above about 12%;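 note: 0% = vehicle wells of infected cells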
Pemphigus Ab inh = inhibitors of pemphigus antibody binding to human desmoglein-3 | AID 588358 | 310,000 compounds, 0.48% hits | P32926 | binding (percent of control), % at 10 µM | DSG3-coupled beads, scFv-anti-DSG3-GFP binding, flow cytometry; active compounds read low;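 active = binding more than 3 SD below its plate's average and above zero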;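 note: hits lower antibody fragment binding to DSG3; some compounds called inactive have numbers as strong as hits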
phage Ecoli inh = E. coli growth loss with phage present. growth absorbance. inhibition, % at 11.9 µM. 360,000 compounds, 0.26% hits. AID 651602; in the data active = inhibition above about 11%
Arrestin-AP2 inh = human beta-arrestin and AP2 interaction inhibition. FITC-arrestin peptide / GST-AP2 beads, flow cytometry; AP2 beta2 appendage carries R879A mutation. inhibition, % at 10 µM. 340,000 compounds, 0.31% hits. AID 504490;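 active = inhibition above a set limit, near 3 SD of compounds lacking own fluorescence, cut at about 54% in these data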;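 note: plate controls were DMSO wells for no effect and 5 µM unlabelled arrestin peptide for full effect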
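Test system: GST-tagged AP2 beta2-adaptin appendage (R879A) on 4 µm glutathione beads; also added: fluorescein-tagged arrestin peptide at 50 nM final; timing: 12 min plus 1 h, RT; signal: flow cytometry, FL1 (488/535 nm); read-out: percent drop in bead-associated FITC signal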
PfHsp90 set2 = inhibits growth of yeast expressing Plasmodium falciparum Hsp90 | inhibition, % at 9.4 µM | S. cerevisiae expressing PfHsp90, BacTiter-Glo ATP, 48 h; yeast lacking PDR1 and PDR3 efflux regulators | AID 504621 | 310,000 compounds, 0.32% hits;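 active = every replicate shows inhibition above about 80%, whatever the replicate mean, limit read from the data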;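 note: 0% = DMSO neutral controls and 100% = 20 µM radicicol positive controls; yeast relying on Plasmodium falciparum Hsp90 in place of its own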
PKA-R1A act = activates the PKA-R1A holoenzyme complex; P00514+P68181; PKA-R1A dissociation, Cy5-IP20 fluorescence polarization; scaled: DMSO 0%, 113 µM cGMP 100%; activation, % at 11.4 µM; 340,000 compounds, 0.083% hits; AID 504707;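 active = percent activation above the mean of all tested compounds plus 3 SD, cut at about 19% in these data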;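 note: higher means more PKAc released from R1A so a rise in polarization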
Tat transport = E. coli Tat transport inhibition; E. coli MC4100 TorA-mCherry Tat export, fluorescence; inhibition, % at 10 µM; 340,000 compounds, 0.036% hits; AID 488895;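 active = mean replicate inhibition at least 50% and at least half of replicates individually reaching 50%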;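 note: exported cargo escapes ClpAP degradation while cytoplasmic cargo is degraded and loses fluorescence; 0% = median of neutral control wells and 100% = median of NaSCN control wells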
E coli growth = reduces bacterial viability in AddAB counter-screen; E. coli V3065 growth, OD600 absorbance, 18 h; 330,000 compounds, 0.27% hits; AID 449728; inhibition, % at 11.9 µM;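 active = inhibition above the campaign's mean inhibition across all tested compounds plus 3 SD, cut at about 9.9% in these data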;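 note: uninfected addAB+ strain grown without phage in ampicillin broth; 0% = DMSO wells and 100% = ciprofloxacin 0.95 µg/ml wells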
Numbers without * were called inactive; / = not tested or not shown.

SMILES	OPRM1-OPRD1 inv	SUMO Mot1 rescue	OPRM1-OPRD1 ag	AddAB inh	Pemphigus Ab inh	phage Ecoli inh	Arrestin-AP2 inh	PfHsp90 set2	PKA-R1A act	Tat transport	E coli growth
COc1ccccc1CN1CC(C(=O)NCc2ncccc2C)CCC1=O (stereo unspecified)	13	9	-4.0	0.2	107	-0.6	15	21	-6	-11	-1.4
Cc1ccc(C)c(Cn2nnc3c(=O)[nH]c(C(=O)NCC4CCCO4)nc32)c1 (stereo unspecified)	7	4	-1.4	0.9	95	3.8	6	0	3	-5	0.8
O=S(=O)(c1ccc2ccccc2c1)N1CCCOC1	4	-21	-0.7	-0.6	101	1.4	21	11	3	-1	0.0
CC[C@H](C)[C@@H]1NC(=O)[C@H]([C@@H](C)CC)NC(=O)[C@@H](CC(C)C)NC(=O)[C@H](Cc2ccccc2)NC(=O)[C@H](Cc2ccccc2)NC(=O)[C@@H]2CCCN2C(=O)[C@@H]2CCCN2C(=O)[C@H](C(C)C)NC(=O)[C@H](CC(C)C)NC1=O	-1	-18	0.2	2.0	106	2.6	1	-3	-12	5	1.1
CCOc1ccc(CNc2ccc(S(N)(=O)=O)cc2)cc1	2	-8	-0.3	4.3	106	2.4	10	4	6	0	1.1
CCOc1ccc(Nc2ncnc3c2cnn3Cc2ccccc2)cc1	-16	-4	2.5	-0.9	99	2.8	18	29	-6	10	2.3
COc1cc(C(=O)N(Cc2ccco2)Cc2cc3ccccc3[nH]c2=O)cc(OC)c1OC	7	18	-1.5	0.8	102	0.3	-1	/	-4	-2	-0.8
CN(C)CCNC(=O)c1ccc(CS(=O)(=O)c2c(Cl)cccc2Cl)o1	15	-14	-3.0	5.9	109	0.8	3	/	-7	1	0.3
COc1ccc(CCNC(=O)c2c(-c3ccccc3)noc2C)cc1OC	4	-21	-0.6	-0.2	97	1.4	5	-38	-1	5	1.6
Cc1ccccc1OC/C(O)=C(\C#N)c1nc2ccccc2[nH]1	17	1	-3.1	0.4	102	3.5	-4	8	-4	17	0.2
O=C(Nc1cc2c(oc1=O)CCCC2=O)c1cccc(Cl)c1	8	525	-1.5	-1.6	/	3.5	31	13	8	-4	-0.4
CCOC(=O)N1CCN(C(=O)C2CCCN(c3nc4ccc(OCC)cc4s3)C2)CC1 (stereo unspecified)	14	153	-2.4	-1.7	106	1.0	-4	-6	5	-3	-0.1
Cn1nc(CC(=O)Nc2ccc3c(c2)OCCO3)c2ccccc2c1=O	1	-6	-0.2	3.0	/	2.9	19	/	-9	5	2.7
CCOC(=O)c1ccccc1NC(=O)CSc1nc(N)cc(=O)[nH]1	1	-8	-0.2	-0.9	104	3.5	19	25	-1	8	-0.1
Cc1nn(CC(=O)Nc2ccc(Cl)cc2)c(=O)c2cc(-c3ccccc3)nn12	6	11	-1.1	2.2	106	2.1	4	1	-4	-1	1.3
CC(C)N(C(=O)Nc1ccc2nccnc2c1)C(C)C	-13	-3	3.1	4.8	109	1.8	-8	-11	-8	-2	0.1
CCCc1cc(C(=O)Nc2cccc3ccccc23)n(C)n1	1	16	-0.2	1.6	112	2.9	-1	-8	-13	7	-2.3
Cc1cnc2cc(Cl)c(Cl)cc2n1	-13	-31	2.4	-0.4	84	1.6	-4	/	2	-8	-0.4
CCCCNC(=O)[C@H](CSCc1ccccc1)N1Cc2ccccc2C1=O	1	-5	-0.3	4.0	107	1.2	-1	17	-4	4	-0.8
c1ccc(CCCCc2ccncc2)cc1	10	/	-2.0	/	96	2.4	13	-29	11	1	/
O=C(OCc1ccccc1)N1CCC2CC1c1cc(-c3ccc4c(c3)OCO4)ccc12 (stereo unspecified)	15	/	-3.3	/	103	1.7	-2	10	8	1	/
CN(Cc1ccco1)C(=O)CN1C(=O)NC2(CCCC2)C1=O	12	4	-2.3	0.7	115	4.2	-10	-5	-6	5	1.9
CC(=O)Oc1ccc(C(=O)Nc2ccccc2NC(=O)c2ccc(OC(C)=O)cc2)cc1	17	1	-3.4	0.0	100	-3.3	-12	15	-11	-5	1.2
COc1ccc(CC2(CO)CCN(C(C)COc3ccccc3)CC2)cc1 (stereo unspecified)	17	6	-3.4	-2.3	112	3.6	4	28	2	18	-1.4
O=C(/C=C/Nc1ccc(F)cc1F)c1ccco1	10	13	-1.8	1.4	101	4.2	24	1	-7	-2	-2.1
CS(=O)(=O)c1ccc(-c2sc3ccccc3c2C#CCCO)cc1	15	28	-3.2	0.7	100	0.9	8	22	-3	9	-1.8
COc1ccc(C(=O)NC(=S)N2CC(C)OC(C)C2)cc1 (stereo unspecified)	24	13	-4.0	2.8	95	3.4	-9	-25	-2	3	-1.2
CCN(CC(=O)NCc1ccc(F)cc1)CC(=O)Nc1ccccc1-c1ccccc1	-9	-13	1.8	3.3	96	1.1	3	18	-3	-9	0.8
COc1ccc(S(=O)(=O)N(CCc2ccccc2)CC(=O)N/N=C/c2ccc3c(c2)OCO3)cc1	-21	1	4.0	4.5	99	1.8	2	-32	-18	2	-2.5
O=C(NC12CC3CC(CC(C3)C1)C2)N1CCN(S(=O)(=O)c2ccc(Cl)cc2)CC1	10	-11	-1.9	-1.2	99	0.5	-5	/	1	9	1.2
COc1ccc(CCC(C)NC2C3CC4CC(C3)CC2C4)cc1 (stereo unspecified)	-1	/	0.2	/	104	3.5	10	2	4	0	/
CN(C(=O)c1ccc(NC(=O)Cc2ccc(NC(=O)C3CCN(C(=O)C4CC4)CC3)cc2)cc1)C1CC1	-10	2	1.6	-0.9	102	1.3	19	-7	-7	-8	-1.4
CCc1ccc(NC(=O)CCn2ccnc2C)cc1	20	12	-3.6	2.0	102	4.2	-4	11	-1	-6	-1.2
Cc1ccc(CNC(=O)Cc2nc3nc(C)cc(C)n3n2)cc1	-8	-9	1.5	3.9	102	3.5	-1	-8	-6	8	0.3
COc1ccc(CNC(=O)c2cc(C(C)=O)c[nH]2)cc1	13	9	-2.9	2.1	101	3.5	13	1	-2	-8	2.4
CC(=O)Oc1cccc(Nc2ncnc3ccccc23)c1	4	45	-0.8	1.9	100	1.3	33	-4	10	2	1.9
Oc1cc(O)c2c(c1)O[C@H](c1ccc(O)c(O)c1)[C@H](O)C2	4	21	-0.6	2.8	101	2.0	4	/	0	-4	-1.2
C/C(=N\Nc1nc(N2CCOCC2)nc(N2CCOCC2)n1)c1cccs1	18	7	-3.1	2.9	102	1.7	-1	-6	-4	-10	-2.0
CCCc1nc2n[nH]c(N)c2c2c1COC(C)(C)C2	18	8	-3.3	1.8	110	3.5	-22	25	-5	-1	-0.2
CC(C)c1onc(C(=O)Nc2cccc(O)c2)c1[N+](=O)[O-]	0	/	0.0	-1.4	91	3.2	44	-4	-15	-2	-0.6
Cc1ccc(N2C(=O)C(c3c(C)[nH]n(-c4ccccc4)c3=O)(C(F)(F)F)C3=C2CC(C)(C)CC3=O)cc1 (stereo unspecified)	6	18	-1.0	3.7	109	3.2	34	4	-2	2	1.5
CC1(C)Cc2c(sc3nc(SCC(=O)N4CCOCC4)nc(N)c23)CO1	11	/	-2.0	-0.6	98	2.2	2	6	-13	-3	1.3
CC(Oc1ccccc1)C(=O)NC1C(=O)N2C1SC(C)(C)C2C(=O)O (stereo unspecified)	5	-6	-0.7	-1.3	82	3.2	3	16	-6	8	-3.7
Cc1ccc(N2C(=O)/C(=C/c3cccnc3)SC2=S)cc1	5	14	-0.9	1.5	88*	4.5	27	-22	8	-7	0.8
CC1(c2ccc3c(c2)OCCCO3)NC(=O)N(CC(=O)NCCc2ccccc2)C1=O (stereo unspecified)	14	99	-3.7	2.3	/	1.6	-1	17	8	6	-2.8
CN1C[C@H]2CON(C)[C@H]2C[C@H]1c1cccc(N2CCOCC2)c1	12	/	-2.6	/	105	4.2	12	6	-14	-1	/
COc1ccc(OCC(=O)Nc2ccc3c(c2)CCC3)cc1	10	-10	-2.4	0.8	/	1.7	-10	-6	-2	-1	-0.5
CCCn1c(N)c(N(CCOC)C(=O)c2cc(S(=O)(=O)N3CCCCCC3)ccc2OC)c(=O)[nH]c1=O	9	313	-1.6	5.0	110	0.9	4	-2	-11	-6	-0.4
CCN(CC)CCCNC(=O)CNC(=O)c1nn(-c2ccc(OC)cc2)c(=O)c2ccccc12	11	-8	-2.3	-1.6	95	2.1	-15	-20	-7	-4	0.5
COC(=O)c1sccc1NC(=O)c1ccccc1C(=O)O	21	-3	-4.1	4.7	105	2.0	40	-12	-4	-3	3.0
O=C(Nc1ccccc1)c1ccc(S(=O)(=O)NCC2CCCO2)cc1 (stereo unspecified)	10	-1	-1.8	0.1	102	1.6	-1	25	2	29	-1.4
CC(C)(C)OC(=O)N(CCc1ccccc1)Cc1ccc(OCc2cccc(NC(=O)C3CCCC3)c2)cc1	7	/	-1.4	/	100	3.4	-12	14	-5	-2	/
COC(=O)c1cc2occc2n1CC(=O)Nc1ccc(C)cc1C	0	4	-0.1	1.7	98	-0.5	0	-22	0	0	5.2
O=C(c1cccc(S(=O)(=O)N2CCCCC2)c1)N1CCN(c2ccccc2)CC1	25	1	-7.6	/	109	-0.1	-8	13	-9	-2	/
CCN(CC)C(=O)CCS(=O)(=O)c1cccc2nonc12	7	-8	-1.5	-1.4	113	1.1	11	/	-11	-6	1.1
CCN(C(=O)CSc1nccc(=O)[nH]1)C1CCCCC1	5	-4	-1.3	4.3	103	1.9	1	11	-2	0	1.1
CN1CCCC(OC(=O)c2cc(F)c(F)c(F)c2F)C1 (stereo unspecified)	2	14	-0.3	-0.3	105	1.7	44	/	4	-12	-1.2
O=C(O)c1cc([N+](=O)[O-])ccc1C(=O)Nc1ccccc1	6	-1	-1.0	0.2	/	1.5	9	-12	-11	2	-1.6
O=C(CN(Cc1ccc(F)cc1)C(=O)CCC(=O)Nc1nccs1)NCc1ccccc1	9	-9	-1.4	1.8	/	0.0	-15	10	1	1	-2.3
Cc1ccccc1OCc1nc2ccccc2n1C	9	-3	-1.8	3.0	116	1.1	16	3	1	-3	1.1
CCCc1cc(C(=O)Nc2ccc(C(C)=O)cc2)no1	5	13	-0.8	-0.5	116	4.1	0	7	1	8	0.2
